# High-throughput results as filed in PubChem.
# Rac1 wt modul: alters GTP binding to wildtype human Rac1; P63000; GST-Rac1 beads, fluorescent GTP binding, flow cytometry; actives lie on both sides; 0 = cold GTP competed, 100 = untreated; GTP binding activity (% of control), % at 10 µM; actives 0.27% (n = 190,000); AID 757;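 active = GTP binding activity at least 20 points away from the 100% control level, either lower or higher; inconclusive = compound flagged as likely green fluorescent, judged across all proteins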
# GSH fluor: compound fluoresces at 488/530 nm on GSH beads | GSH beads flow cytometry, compound fluorescence 488/530 nm; stronger effect = higher value | fluorescence (KMESF) at 10 µM | actives 0.25% (n = 190,000) | AID 1776; in the data active = fluorescence above about 89;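 note: glutathione beads carrying GST-tagged Bcl family fusion proteins plus one bare bead set; values are compound well signal with DMSO vehicle wells as background; inactives centre near 16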
# HRas wt GTP: human HRas wildtype GTP binding, change in either direction | GTP binding activity, % at 10 µM | AID 759 | GST-Ras wt beads, Bodipy-FL-GTP binding, flow cytometry; actives lie on both sides | actives 0.14% (n = 190,000);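 active = GTP binding activity at least 20% away from the 100% baseline, either lowered as inhibitor or raised as activator; inconclusive = flagged as likely green fluorescent, judged across all proteins in the well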;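 note: 0% = unlabeled GTP competition control and 100% = no-compound control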
# Target sequence (P01112 whole entry, looked up): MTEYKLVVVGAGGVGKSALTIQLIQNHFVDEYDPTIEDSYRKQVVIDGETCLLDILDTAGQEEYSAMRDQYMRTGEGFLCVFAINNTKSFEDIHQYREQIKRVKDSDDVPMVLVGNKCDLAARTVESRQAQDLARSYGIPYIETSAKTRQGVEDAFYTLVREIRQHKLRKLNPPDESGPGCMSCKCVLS
# Rab7 wt GTP bind: modulators of GTP binding to dog Rab7 wildtype GTPase; GST-Rab7 beads, fluorescent GTP binding, flow cytometry; actives lie on both sides; untreated = 100%, excess cold GTP = 0%; GTP binding activity (percent of control), % at 10 µM; actives 0.055% (n = 190,000);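 active = fluorescent GTP binding to Rab7 beads changed by at least 20 points from the 100% baseline, either direction, mostly lower; inconclusive = compound itself probably fluorescent, or too few beads counted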;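 note: median green fluorescence of bound Bodipy-FL-GTP per Rab7 bead population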
# Rab2A wt mod: changes GTP binding to wildtype dog Rab2A, up or down; actives 0.19% (n = 190,000); P61105; GST-Rab2 wt beads, Bodipy-GTP binding, flow cytometry; GTP binding activity, % at 10 µM; AID 760;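 active = GTP binding activity at least 20 points away from 100%, either lowered or raised; inconclusive = signal likely due to the compound's own green fluorescence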;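 note: 0% = beads with excess unlabeled GTP and 100% = no-compound control corrected for plate trend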
# Mcl1-Noxa inh: Mcl-1/Noxa interaction inhibition; actives 1.5% (n = 220,000); TR-FRET Mcl-1/Noxa peptide binding, 2 h; inhibition, % at 21.7 µM; Q07820;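 active = compounds that cut the protein-peptide binding signal by more than 50% relative to plate controls in a single-dose test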;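 note: His-tagged Mcl-1 with rhodamine Noxa BH3 peptide and terbium anti-His antibody; 0% = Mcl-1 plus Noxa peptide wells and 100% = peptide-only wells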
# Target sequence (Q07820 whole entry, looked up): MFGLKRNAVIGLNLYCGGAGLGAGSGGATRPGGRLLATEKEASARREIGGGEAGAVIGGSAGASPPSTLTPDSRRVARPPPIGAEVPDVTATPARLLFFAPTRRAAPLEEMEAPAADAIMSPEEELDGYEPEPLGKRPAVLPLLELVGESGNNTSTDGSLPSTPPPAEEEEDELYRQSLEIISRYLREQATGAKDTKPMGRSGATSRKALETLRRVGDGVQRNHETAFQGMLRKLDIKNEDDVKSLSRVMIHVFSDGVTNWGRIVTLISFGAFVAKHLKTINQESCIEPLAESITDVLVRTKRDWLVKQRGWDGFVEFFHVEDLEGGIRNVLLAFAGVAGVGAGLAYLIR
# Rac1 act GTP bind: alters GTP binding to activated mutant human Rac1. P63000. actives 0.11% (n = 190,000). percent activity (GTP binding), % at 10 µM. GST-Rac1 activated beads, fluorescent GTP binding, flow cytometry; actives lie on both sides; 100% means binding = to untreated wells;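 active = GTP binding at least 20 percentage points away from the 100% baseline, in either direction, so actives lie on both sides; inconclusive = Compound likely fluorescent itself, or too few beads counted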
# Mcl1 Bid PPI: Mcl-1/Bid interaction inhibition; Q07820; TR-FRET Mcl-1/Bid-Dy647 peptide binding, 1536-well; inhibition, % at 21.7 µM; actives 0.97% (n = 220,000); AID 1021;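 active = compounds that cut the binding signal by more than half at the single screening dose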;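 note: His-tagged Mcl-1 with europium anti-His antibody binding Bid BH3 peptide; 0% = Mcl-1 plus peptide wells and 100% = peptide-only wells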
# Avidin bead fluor: avidin bead compound fluorescence profile; Avidin beads, compound fluorescence 488/530 nm, flow cytometry; stronger effect = higher value; fluorescence (KMESF) at 10 µM; actives 0.38% (n = 220,000); AID 1775; in the data active = fluorescence above about 47; note: inactives centre near 10
# Cdc42 wt GTP: modulators (inhibitors or activators) of GTP binding to human Cdc42 wildtype | actives 0.2% (n = 190,000) | GST-Cdc42 beads, Bodipy-GTP binding, flow cytometry; actives lie on both sides | AID 761 | P60953 | percent activity (GTP binding), % at 10 µM;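 active = percent activity GTP binding at least 20 points away from the 100% baseline, either down as inhibitor or up as activator; inconclusive = compound flagged as likely green fluorescent from well-wide comparison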;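 note: median bead fluorescence of bound Bodipy-FL-GTP at 100 nM; 0% = excess unlabeled GTP control and 100% = no compound control; below 100% means less GTP binding so inhibitor and above means activator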
# Target sequence (P60953 whole entry, looked up): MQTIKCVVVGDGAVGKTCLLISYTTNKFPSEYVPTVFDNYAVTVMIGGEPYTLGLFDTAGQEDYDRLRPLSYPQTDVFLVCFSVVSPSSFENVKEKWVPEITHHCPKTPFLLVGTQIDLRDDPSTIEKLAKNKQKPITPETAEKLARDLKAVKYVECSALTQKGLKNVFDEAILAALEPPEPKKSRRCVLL
# Pf gametocyte: inhibitors of late stage P. falciparum gametocyte viability. inhibition, % at 10.9 µM. P. falciparum stage V gametocytes, ATP luminescence, 24 h. actives 0.065% (n = 150,000);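 active = inhibition above the mean plus 3 SD of compounds within the control limits, set per campaign, cut at about 38% in these data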;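 note: 0% = DMSO wells and 100% = medium only without gametocytes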
# * hit, by the source's call; ? = inconclusive; . = not tested or not shown. Compounds as they come; overall some 3% were active at least once.
SMILES,Rac1 wt modul,GSH fluor,HRas wt GTP,Rab7 wt GTP bind,Rab2A wt mod,Mcl1-Noxa inh,Rac1 act GTP bind,Mcl1 Bid PPI,Avidin bead fluor,Cdc42 wt GTP,Pf gametocyte
CC(C)c1ccccc1OCC(=O)NCC(c1cccs1)N1CCOCC1 (stereo not given),99,31,96,98,98,-5,100,-15,8,96,.
COc1ccccc1NC(=O)COc1ccccc1C(=O)Nc1ccccc1,97,18,96,102,99,9,93,-25,9,98,.
O=C(O)COc1ccccc1/C=N/NC(=O)Cc1csc(Nc2cccc(C(F)(F)F)c2)n1,91,12,97,95,96,21,92,1,4,98,1
COc1ccccc1CNC(=O)C(CCSC)NS(=O)(=O)c1ccc2c(c1)oc(=O)n2C (stereo not given),102,24,103,99,105,-26,101,-39,11,104,-10
CCNC(=O)/C(C#N)=C/c1c(N2CCN(Cc3ccc4c(c3)OCO4)CC2)nc2c(C)cccn2c1=O,108,16,102,102,99,23,101,-27,16,103,13
CCO[C@@H]1OC(C(N)=O)=C[C@H](c2ccc(Br)cc2)[C@H]1CCCO,98,19,95,97,96,-1,98,-2,6,95,.
CC1(C)CC(=O)C=C(Nc2ccccc2F)C1,101,267*,100,100,100,3,97,-42,8,99,3
Fc1c(F)c(F)c(/C=N/NC(=S)Nc2cccnc2)c(F)c1F,97,18,99,103,98,12,97,-49,12,96,3
CC1(C)CC(CC(=O)O)(c2ccccc2)CCO1 (stereo not given),101,18,99,97,99,-19,98,66*,8,100,.
Clc1ccccc1COc1ccc(/C=N/n2cnnc2)cc1,104,10,103,96,101,13,99,-23,5,103,-6
COc1cccc(NC(=O)Cn2c(=O)oc3ccccc32)c1,99,30,98,98,98,-7,97,-5,11,100,.
COc1ccc(/C(C)=N/NC(=O)c2ccc(N(C)C)cc2)cc1,97,35,99,99,98,20,93,-46,15,97,.
O=C(CSc1ccsc1[N+](=O)[O-])N1CCN(c2ccccc2)CC1,98,10,95,96,95,65*,95,5,8,99,-16
O=C(CCCCCNS(=O)(=O)c1ccc(Br)cc1)NCCN1CCOCC1,108,34,100,99,100,-1,99,-6,16,103,.
NC(=O)c1ccc[n+](Cc2ccccc2)c1,102,14,98,100,99,27,100,-4,24,104,6
COCCNC(=O)CSc1nc2ccccc2c(=O)n1CCC(=O)N1CCN(c2ccccc2)CC1,105,18,99,99,100,7,95,-10,11,99,20
CCC(=O)N/C(N)=N/c1nc(C)c2cc(OC)ccc2n1,104,13,104,101,104,3,102,27,40,106,.
COc1ccccc1OCC(=O)NNC(=S)NC(=O)c1ccco1,100,19,101,100,100,-85,99,-116,7,100,23
O=C(Nc1nnc(-c2cccs2)o1)c1ccco1,95,19,97,98,96,18,95,9,6,99,.
CC(=O)c1ccc(NC(=O)c2ccc(COc3ccccc3[N+](=O)[O-])o2)cc1,98,11,98,98,96,-11,99,-33,3,97,-1
COC(=O)c1cc(C(=O)OC)cc(N2C(=O)CC(NNC(=O)c3ccccc3Cl)C2=O)c1 (stereo not given),103,9,103,105,102,5,102,-27,5,110,-16
CCc1ccc2[nH]c(=O)c(C(c3nnnn3CCOC)N3CCN(c4ccccc4F)CC3)cc2c1 (stereo not given),100,16,98,100,98,-6,96,7,6,98,14
CC(C)c1cc(C(=O)N/N=C/c2ccco2)n[nH]1,104,12,98,101,96,4,99,-59,3,97,9
O=C(CN(Cc1ccc2c(c1)OCO2)C(=O)c1cnsn1)NC1CCCC1,104,14,105,100,103,0,103,3,37,106,1
O=C(CCC(=O)Nc1nnc(C2CCCCC2)s1)NCc1cccs1,105,37,101,101,100,10,96,-8,8,103,.
# (list continues)
SMILES,Rac1 wt modul,GSH fluor,HRas wt GTP,Rab7 wt GTP bind,Rab2A wt mod,Mcl1-Noxa inh,Rac1 act GTP bind,Mcl1 Bid PPI,Avidin bead fluor,Cdc42 wt GTP,Pf gametocyte
COc1ccc2oc(C(F)(F)C(F)(F)F)cc(=O)c2c1,98,28,98,97,100,6,100,-24,12,100,.
Cc1cc(C)c(S(=O)(=O)NCC(=O)NCc2ccccn2)c(C)c1,101,16,97,93,95,11,97,0,9,99,-1
CCOC(=O)/C=C/C(=O)Nc1ccc(Oc2ccccc2)cc1,?,21,?,?,?,-5,?,-11,11,?,12
COc1ccc(OC)c(NC(=O)COC(=O)CCCN2C(=O)c3ccccc3C2=O)c1,102,15,101,101,101,13,99,-27,11,99,-21
Cc1nc2ncnn2c(C)c1Cc1cccc(C(F)(F)F)c1,99,13,99,99,101,4,93,4,10,102,-8
COc1ccc(NC(=S)N2CCC(c3nc4ccccc4o3)CC2)c(OC)c1,100,9,99,99,98,3,96,-31,13,99,5
CC(C)C(=O)Nc1cccc(C(=O)Nc2nnc(C(C)(C)C)s2)c1,100,27,101,99,102,31,97,-13,14,103,.
O=C(N/N=C/c1ccccc1OC(=O)N1CCOCC1)c1cccs1,101,12,97,103,99,11,96,-4,15,97,-9
O=[N+]([O-])c1ccc(N2CCCCC2)c(Cl)c1N1CCCCC1,104,23,100,101,101,-5,98,-1,12,100,-6
CCCNC(=O)COC(=O)c1ccccc1C(=O)N(C)C1CCCCC1,105,13,100,101,100,9,100,-10,12,104,-4
CCc1ccc(NC(=O)COC(=O)CCCC2=NS(=O)(=O)c3ccccc3N2)cc1,95,14,94,95,97,-2,96,-2,5,96,9
COc1ccc(C2=NNC(c3cc(Cl)cc4c3OCOC4)C2)c(O)c1 (stereo not given),101,18,97,97,98,9,97,-25,12,96,.
COCCn1nnnc1C(c1ccc(OC)cc1OC)N1CCN(c2ccccc2)CC1 (stereo not given),102,24,99,99,98,41,97,6,7,101,-1
COc1ccc(N=Cc2c[nH][nH]c2=O)cc1,101,19,99,98,97,18,96,-25,24,98,.
C/C=C(\C)C(=O)NCCN1C2=NC[C@@H](C)N2C[C@H]1Cc1ccc(O)cc1,100,20,100,104,100,13,97,-4,5,99,.
N#CNC1=NCN(Cc2ccccc2)CN1,96,24,98,95,100,19,97,-26,14,98,0
CCOC(=O)c1oc2cc(O)cc(C)c2c(=O)c1-c1cscn1,101,52,101,100,101,2,101,4,4,103,-4
CCOC(=O)Cc1csc(NC(=O)CCNS(=O)(=O)c2ccc3c(c2)CCC(=O)N3)n1,102,31,102,98,100,-72,100,-130,13,103,.
COc1ccc(N2CCN(S(=O)(=O)c3ccc(-n4cnnn4)c(C)c3)CC2)cc1,105,11,103,103,104,-14,102,-80,5,106,-8
CCCCOC(=O)c1[nH]c2c(c1C)C(=O)CC(c1cc(OC)c(OC)c(OC)c1)C2 (stereo not given),103,14,100,99,99,6,99,2,26,102,.
CC(OC(=O)C1CCN(S(=O)(=O)c2ccccc2)CC1)C(=O)Nc1ncc(Cl)cc1Cl (stereo not given),103,20,100,101,99,-2,98,-11,37,101,.
Cc1[nH]c2ccccc2c1/C=N/NC(=O)Nc1ccccc1,95,9,97,106,98,3,96,-39,20,96,2
Cc1cc(C)n(-c2nnc(Cl)c3ccccc23)n1,98,19,95,96,96,-8,96,-16,12,95,-11
CCCC(=O)N(C)c1nnc(-c2ccc(OC)cc2)s1,106,19,102,103,104,4,101,1,37,104,.
O=C(Nc1ccc(S(=O)(=O)N2CCCCC2)cc1)c1ccccc1Cl,106,11,105,101,103,0,100,-9,16,108,.
# Other structures
SMILES,Rac1 wt modul,GSH fluor,HRas wt GTP,Rab7 wt GTP bind,Rab2A wt mod,Mcl1-Noxa inh,Rac1 act GTP bind,Mcl1 Bid PPI,Avidin bead fluor,Cdc42 wt GTP,Pf gametocyte
COc1ccc(-c2nnc(SCC(=O)NCCc3ccccc3)o2)cc1,104,27,103,99,100,11,99,-12,6,102,.
CC(=O)c1ccc(NC(=O)C(C)NCc2ccccc2Cl)cc1 (stereo not given),99,13,97,95,97,4,99,-14,26,99,-11
COc1cccc(C(=O)N2N=C(c3cccc(OC)c3)CC2(O)C(F)(F)F)c1 (stereo not given),102,56,105,103,100,-7,94,-12,8,100,.
CCOC(=O)N1CCN(C(=O)CCNS(=O)(=O)c2cc(Br)cnc2N)CC1,106,9,103,101,101,15,101,-9,19,105,.
Cc1nc2ccccn2c1/C(O)=C1\C(=O)C(=O)N(CCN2CCOCC2)C1c1ccncc1 (stereo not given),98,9,101,97,97,16,95,-40,19,100,.
CCOc1ccc(C(CCc2ccccc2)NC(=O)c2ccccc2F)cc1OCC (stereo not given),103,17,101,99,97,7,98,5,35,102,.
COc1ccc(CC(=O)NC(c2ccccc2)c2ccccc2)cc1S(=O)(=O)N1CCOCC1,100,6,99,97,96,-1,97,-21,8,100,7
CC(=O)c1cn(CCCCCCCCCCn2cc(C(C)=O)c(=O)[nH]c2=O)c(=O)[nH]c1=O,99,8,98,95,95,8,100,-9,.,100,.
O=C(NCCCn1ccnc1)C(=O)NCC(c1ccco1)N1CCN(c2ccccc2)CC1 (stereo not given),94,10,97,98,99,-1,94,-64,7,95,-5
COC(=O)c1ccc(Cn2c(O)c(N=O)c3ccccc32)o1,104,26,100,102,99,2,98,-18,6,101,.
Clc1ccccc1Cn1nnc(-c2ccccc2)n1,102,19,99,105,99,18,94,-27,10,97,-14
O=C(CN1CCN(S(=O)(=O)c2ccc(Br)cc2)CC1)N/N=C/c1ccc(Cl)c([N+](=O)[O-])c1,103,11,97,97,94,-18,96,7,12,100,-12
COc1ccc(C(C(=O)NC2CCCCC2)N(CC2CCCO2)C(=O)C2COc3ccccc3O2)cc1OC (stereo not given),100,11,98,102,100,-1,97,-6,20,98,.
Cc1ccc(S(=O)(=O)NNC(=O)Nc2cccc3ccccc23)cc1,102,9,102,105,100,10,100,-35,15,102,-2
COc1ccc(COCC(O)CN2CCC(CN3C(=O)c4cccc5cccc(c45)C3=O)CC2)cc1OC (stereo not given),106,11,104,101,103,12,104,-21,7,103,10
CCCC(=O)NC(=S)Nc1ccccc1F,97,8,97,94,99,-9,98,-55,24,96,-11
CCOC(=O)c1cc(NC(=O)Nc2nccs2)c(C)nc1C,98,6,99,101,96,-3,98,-18,2,100,-3
COc1ccc2cc(CCNC(=O)CC(C)(C)C)c(=O)[nH]c2c1,106,19,102,96,98,-8,100,13,.,101,.
COc1ccc2c(c1OC)C(=O)OC2Nc1nc(-c2cc3cc([N+](=O)[O-])ccc3oc2=O)cs1 (stereo not given),84,16,85,89,82,16,84,-12,12,90,2
CCCCCc1c(C)nc(SCC(=O)O)[nH]c1=O,101,18,99,97,98,8,98,7,36,101,14
Cc1ccc([N+](=O)[O-])cc1S(=O)(=O)NCCc1c(C)[nH]c2ccccc12,104,28,101,103,101,4,97,-4,9,100,-12
